Screens: PubChem, several laboratories
Furin inhibitor: blocks human furin protease activity; P09958; purified furin, fluorogenic substrate cleavage; inhibition, % at 30 µM; actives 0.061% (n = 220,000); AID 463115; in the data active means inhibition above about 25%; further: inactives centre near -15
PERK inh: human PERK inhibition, primary cell-based screen | Q9NZJ5 | CHO PERK-DD fusion, SEAP luminescence translation reporter | inhibition, % at 5.6 µM | actives 0.17% (n = 220,000);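 active means inhibition above the mean inhibition of all tested compounds plus 3 SD, set separately per screening campaign, cut at about 2.9% in these data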;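 further: PERK kinase domain activated by AP20187 dimerizer at 100 nM; 0% = DMSO with dimerizer and 100% = rapamycin at 8.4 µM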
KCC2 mod: modulates chloride dependent transport by human KCC2 | Q9H2X9 | KCC2 cells, thallium flux FluoZin-2 fluorescence | B-score of Tl+ flux slope (higher = more flux/activation; lower = inhibition) at 10 µM | actives 2.2% (n = 190,000) | AID 1456;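 active means thallium flux slope and its plate-corrected score both differing from the plate sample mean at a set confidence after two filtering rounds, in either direction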;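 further: slope of fluorescence scaled to starting intensity during 10 to 20 s after thallium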
Target sequence (Q9H2X9 whole entry, looked up): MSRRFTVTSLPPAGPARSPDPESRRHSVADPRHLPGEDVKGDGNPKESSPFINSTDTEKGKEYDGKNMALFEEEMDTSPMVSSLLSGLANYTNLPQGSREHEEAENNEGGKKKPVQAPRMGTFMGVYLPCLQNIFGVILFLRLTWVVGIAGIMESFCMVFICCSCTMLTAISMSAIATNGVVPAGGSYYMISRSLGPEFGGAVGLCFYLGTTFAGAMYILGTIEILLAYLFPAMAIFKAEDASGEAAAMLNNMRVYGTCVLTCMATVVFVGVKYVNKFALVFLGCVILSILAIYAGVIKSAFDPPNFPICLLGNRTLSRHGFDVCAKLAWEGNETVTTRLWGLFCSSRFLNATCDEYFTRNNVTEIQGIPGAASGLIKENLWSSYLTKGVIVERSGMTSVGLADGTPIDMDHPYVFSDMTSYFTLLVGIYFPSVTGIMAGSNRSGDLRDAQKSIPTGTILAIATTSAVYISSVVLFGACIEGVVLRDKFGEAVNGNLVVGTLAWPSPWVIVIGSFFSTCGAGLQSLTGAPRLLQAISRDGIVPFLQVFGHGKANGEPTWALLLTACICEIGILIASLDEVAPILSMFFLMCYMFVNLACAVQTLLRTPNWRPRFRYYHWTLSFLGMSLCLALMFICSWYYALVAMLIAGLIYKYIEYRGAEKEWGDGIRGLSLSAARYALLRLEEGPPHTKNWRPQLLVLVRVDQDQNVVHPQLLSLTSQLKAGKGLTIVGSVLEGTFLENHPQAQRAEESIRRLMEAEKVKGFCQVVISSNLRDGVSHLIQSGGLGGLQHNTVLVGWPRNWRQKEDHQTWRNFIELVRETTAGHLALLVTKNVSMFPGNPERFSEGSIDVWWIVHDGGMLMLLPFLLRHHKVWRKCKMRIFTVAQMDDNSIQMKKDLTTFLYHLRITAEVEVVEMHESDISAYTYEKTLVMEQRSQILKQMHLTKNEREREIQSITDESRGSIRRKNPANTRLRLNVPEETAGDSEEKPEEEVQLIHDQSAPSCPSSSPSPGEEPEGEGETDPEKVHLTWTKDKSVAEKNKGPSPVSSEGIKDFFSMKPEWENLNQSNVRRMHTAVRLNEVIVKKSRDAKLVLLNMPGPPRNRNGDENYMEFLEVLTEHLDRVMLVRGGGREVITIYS
KLK5 inh: inhibitors of human kallikrein 5; Q9Y337; recombinant hK5, fluorogenic AMC substrate cleavage; inhibition, % at 5 µM; actives 0.59% (n = 210,000);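 active means inhibition of 40% or more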;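 further: 0% = enzyme controls without compound and 100% = no-enzyme blanks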
FXIIa inh 1536: blocks human coagulation factor XIIa protease activity; purified FXIIa, Boc-QGR-AMC fluorogenic substrate, 2 h; inhibition, % at 5 µM; AID 800; P00748; actives 0.3% (n = 220,000); in the data active means inhibition above about 40%;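 further: 0% = enzyme with no compound and 100% = blank without enzyme; many of its hits are not listed in these tables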
Wee1 stabilizer: human Wee1 degradation inhibition, primary screen; P30291; HeLa Luc-Wee1K328M stability, luciferase luminescence; 100% = proteasome inhibitor MG132 effect; reporter increase, % at 5 µM; actives 1.2% (n = 220,000); AID 1321;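 active means activation above the mean of all tested compounds plus 3 SD, set per screening run, cut at about 8.8% in these data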;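 further: cells exposed to compound for 20 h before luminescence read; 0% = DMSO alone and 100% = MG132 at 30 µM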
FXIa inh: blocks human coagulation factor XIa protease activity; purified FXIa, Boc-Glu-Ala-Arg-AMC fluorogenic substrate; inhibition, % at 5 µM; actives 0.14% (n = 220,000);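 active means inhibition of at least 40%; inactive means inhibition below 40%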;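 further: fluorescence of freed AMC excited at 355 nm; 0% = enzyme without compound and 100% = no enzyme blank; many of its hits are not listed in these tables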
p97 ATPase inh: blocks human p97 ATPase activity. recombinant p97 ATPase, Kinase-Glo ATP luminescence, 3 h. inhibition, % at 8 µM. actives 0.42% (n = 220,000); in the data active means inhibition above about 15%;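 further: 0% = DMSO vehicle and 100% = wells lacking enzyme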
Thrombin inh: blocks human thrombin protease activity; alpha-thrombin, Boc-VPR-AMC fluorogenic substrate cleavage; AID 1046; actives 0.26% (n = 220,000); P00734; inhibition, % at 5 µM;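 active means inhibition at or above 40%; inactive means inhibition below 40%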;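 further: 0% = enzyme with no compound and 100% = wells without enzyme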
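Material: human alpha-thrombin enzyme / Medium: pH 7.5 Tris (50 mM) with NaCl 150 mM, Tween 20 0.05% / Compound: single-point dosing at 5 µM, 0.2% DMSO / Incubation: enzyme reaction carried out at room temperature / Detection: AMC fluorescence, 355/460 nm / Read-out basis: percent inhibition scaled between no-compound controls and no-enzyme blanks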
The depositor's hits bear a star; · = no result given; [ ] = remark or other dose.

Preview (3 entries):
Each structure is followed by: Furin inhibitor	PERK inh	KCC2 mod	KLK5 inh	FXIIa inh 1536	Wee1 stabilizer	FXIa inh	p97 ATPase inh	Thrombin inh
- Cc1ccc(C)c(Cn2c(=O)n(CCC(=O)NCc3ccco3)c(=O)c3sccc32)c1
 : -14[20 µM]	1.2	·	3	12	-1	-1	3	0
- Cc1n[nH]c(=O)nc1NCc1ccc(Cl)cc1
 : -12	0.1	0.48	7	7	0	2	4	4
- CCn1c(SCC(=O)NC(C)C)nnc1-c1cccs1
 : -9[20 µM]	-0.1	0.014	-7	8	2	5	-4	-1

Main list (from the top)
Each structure is followed by: Furin inhibitor	PERK inh	KCC2 mod	KLK5 inh	FXIIa inh 1536	Wee1 stabilizer	FXIa inh	p97 ATPase inh	Thrombin inh
- Cc1ccc(C)c(Cn2c(=O)n(CCC(=O)NCc3ccco3)c(=O)c3sccc32)c1
 : -14[20 µM]	1.2	·	3	12	-1	-1	3	0
- Cc1n[nH]c(=O)nc1NCc1ccc(Cl)cc1
 : -12	0.1	0.48	7	7	0	2	4	4
- CCn1c(SCC(=O)NC(C)C)nnc1-c1cccs1
 : -9[20 µM]	-0.1	0.014	-7	8	2	5	-4	-1
- CCCc1nnc(NC(=O)c2cc(OC)cc(OC)c2)s1
 : -7	-0.9	-0.25	15	12	3	6	-1	-3
- Cc1ccc2ccc(C(Nc3ccccn3)c3ccccc3)c(O)c2n1 (centres undefined)
 : -9	-0.2	1.1	-299	10	0	3	-4	-8
- O=C(COc1ccc(Cl)cc1Cl)NC(=S)Nc1ccc(CN2CCOCC2)cc1
 : -15	0.4	·	-4	9	2	-1	-7	-3
- Cc1ccc(C)n1-c1sc2c(c1C(=O)O)CCCC2
 : -30	0.1	-0.4	-10	11	-2	4	5	1
- O=C(c1ccc(C23CC4CC(CC(C4)C2)C3)o1)N1CCOCC1
 : -29[20 µM]	1.5	-0.84	-14	9	2	-4	-3	-11
- COc1ccc(C(=O)NCC(=O)OCC(=O)N2CCN(S(=O)(=O)c3ccccc3)CC2)cc1
 : -14	0.5	0.44	-9	1	-1	-3	0	-7
- O=C(NCCc1ccccn1)c1cccc(S(=O)(=O)N2CCCCCC2)c1
 : -6[20 µM]	-1.4	-0.21	-13	10	2	-3	-7	-1
- Clc1ccc(CN(Cc2ccccc2)C(c2cccs2)c2nnnn2C2CCCC2)cc1 (centres undefined)
 : -10[20 µM]	-0.7	-0.6	2	15	0	5	2	1
- CCn1ncc(/C=N/N=C2\CCC3C4CCc5cc(O)ccc5C4CCC23C)c1C (centres undefined)
 : -9[20 µM]	-1.1	-0.37	-28	14	0	-12	-7	1
- Clc1cccc(COn2c(-c3ccc(Cl)cc3Cl)nc3ncccc32)c1
 : -2[20 µM]	-1.6	·	3	10	-1	0	-3	0
- CCOC(=O)Cn1nc(/C=C/c2ccc(C)cc2)ccc1=O
 : -8[20 µM]	-0.1	·	2	-5	-3	8	-4	-1
- O=[N+]([O-])c1ccc(Cl)c2c1C1C=CCC1C(c1ccccn1)N2 (centres undefined)
 : -19	0.7	·	0	6	3	-2	8	-2
- Cc1nnc(SCC(=O)N2CCCc3ccccc32)[nH]c1=O
 : -21[20 µM]	1.1	0.9	-15	11	0	1	0	3
- CN(C)c1cc(-c2ccc(Br)cc2)oc(=O)c1Cl
 : -6	-0.4	-1.4	-9	5	-1	1	5	-9
- O=C(/C=C/c1ccc(Cl)cc1Cl)c1ccc[nH]1
 : -17	1.0	0.15	-12	2	0	-5	-3	-10
- Cn1c(=O)c([N+](=O)[O-])c(NCC(O)c2ccccc2)c2ccccc21 (centres undefined)
 : -2	-0.8	-1.3	6	13	1	20	1	13
- CCSc1nnc(NC(=O)CSc2nc3c(c(=O)n2C)SC(C)C3)s1 (centres undefined)
 : 2[20 µM]	-0.1	-0.87	-9	9	0	10	2	-2
- CSc1nc(N(C)C)nc(N2CC(=O)N(CCNS(=O)(=O)c3ccc(C)cc3)C2=N)n1
 : -15	1.0	-1.1	-18	5	-2	1	1	-10
- COc1cccc2c1OCC1COc3c(c(=O)n(C)c(=O)n3C)C21 (centres undefined)
 : -19[20 µM]	-0.3	1.3	50*	12	-2	4	2	0
- COc1ccc(OC)c2[nH]c(=O)c(CCNS(=O)(=O)c3ccccc3)cc12
 : -20	-0.8	-0.57	-12	10	-4	2	3	0
- COc1ccc(N2CCN(C(=O)c3ccc4c(c3)[nH]c(=S)n3c5ccccc5nc43)CC2)cc1
 : -8	2.0	0	-2	0	2	-3	8	-14
- CC(=O)Nc1cccc(NC(=O)c2oc3ccccc3c2C)c1
 : -15	-0.1	-3	9	1	-2	9	1	7
- CS(=O)(=O)NCCCNc1ccc(C(F)(F)F)cc1[N+](=O)[O-]
 : -6	-1.4	-0.091	2	8	-1	2	-6	2
- O=C(COC(=O)c1ccc(S(=O)(=O)N2CCCCC2)cc1)NCc1ccco1
 : -28	1.9	0.071	-2	2	-2	-5	3	-6
- C=CCNC(=O)C12CC3CC(C1)CC(C(=O)NCC=C)(C3)C2
 : -13[20 µM]	1.6	0.35	1	4	1	2	1	-4
- CCn1cc2c(c1-c1cccc(C)c1)c(=O)n(C)c(=O)n2C
 : -23	0.6	0.13	-24	8	0	1	3	-3
- O=c1[nH]cc(N2CCCCCC2)c(=O)[nH]1
 : -18	2.8	-0.25	4	8	-1	4	2	2
- O=C(/C=C/c1ccc2c(c1)OCO2)NCc1cn2cc(Cl)ccc2n1
 : -30	0.1	-0.023	-3	·	0	-4	2	-6
- O=C(NCCO)c1nc2ccccc2s1
 : -14[20 µM]	0.2	0.79	-10	8	-1	1	-4	5
- CC(C)COc1ccc(C/C(N)=N/n2cnnc2)cc1
 : -29	0.2	·	4	12	0	1	2	-7
- Cc1cc(SCC(=O)N/N=C/c2ccc(O)c(O)c2)c(C)cc1Br
 : -17[20 µM]	0.7	·	-24	8	-3	-1	11	-5
- Cc1cc(C(=O)c2cnc(/N=C/N(C)C)s2)cc(C)c1O
 : 9[20 µM]	-0.6	·	-9	16	2	6	2	0
- COc1ccc(S(=O)(=O)NCC2CCCN(C(=O)CNC(C)=O)C2)cc1 (centres undefined)
 : -2	1.0	-1.4	-7	-1	0	-7	6	1
- COc1ccc(-c2nnc(N(C)C(=O)c3ccno3)s2)cc1
 : -12[20 µM]	0.3	0.075	-3	1	3	-1	-1	-6
- Cc1ccc(SCc2nc(-c3ccccc3)no2)cc1
 : -17[20 µM]	2.2	·	-26	-9	2	0	-1	0
- COc1ccc(S(=O)(=O)Cc2ccc(C(=O)NCc3ccccn3)o2)cc1
 : -30	1.6	·	0	5	-2	-7	2	-8
- CCN(c1ccccc1)S(=O)(=O)c1ccc(Cl)c(C(=O)O)c1
 : -17	1.6	-0.67	-1	6	6	-1	7	-6
- Cc1ccc2c(CC(=O)OC3CCOC3=O)coc2c1 (centres undefined)
 : -15	1.0	-1.9	1	-10	3	-3	2	6
- O=C(O)c1ccccc1-c1ccccc1C(=O)NCc1cccc(C(F)(F)F)c1
 : 1	0.3	-0.19	-1	5	0	-6	-1	1
- Cc1cc(C(=O)NCc2ccccc2)no1
 : -17	0.5	·	-1	-12	1	-4	6	-6
- CCOC(=O)C1CCN(C2CC(=O)N(c3ccc(OCC)cc3)C2=O)CC1 (centres undefined)
 : -16[20 µM]	-0.5	·	-3	5	-1	3	1	-4
- CCN(CC)CCN1C(=O)C(=O)/C(=C(/O)c2c(C)[nH]c(C(=O)OC)c2C)C1c1ccccc1 (centres undefined)
 : -12[20 µM]	-0.6	-0.25	-8	9	-1	5	3	5
- CCCCNC(=O)CS(=O)Cc1nc(-c2cccc(C)c2)oc1C (centres undefined)
 : -19	0.1	·	-20	10	2	2	-4	-5
- CCOc1ccc(OCC(=O)OCn2c(SC)nnc(C)c2=O)cc1
 : -18	1.4	2.4	0	9	2	7	3	2
- CC(C)(C)c1ccc(NC(=O)C(=O)C2C(=O)Nc3ccccc32)cc1 (centres undefined)
 : -22	0.8	7.9*	-2	1	1	-4	9	-18
- Cc1ccc(S(=O)(=O)NCCc2nnc3ccc(NCCCOC(C)C)nn23)cc1
 : -6	-0.3	1.6	16	21	-1	29	2	18
- O=C(Nc1ccc(Oc2cccnc2)cc1)c1ccccc1Cl
 : -10	0.8	-3.6	-3	5	-2	13	2	-3
- CCc1nnc2sc(-c3cc(-c4ccccc4)nc4ccccc34)nn12
 : -19[20 µM]	0.5	0.36	-18	10	-1	-1	-1	-9
- O=C(Nc1ccc(N2CCOCC2)c(F)c1)c1ccncc1
 : -17[20 µM]	1.1	-0.4	2	10	-1	5	3	4
- CC1CN(C(=O)N(C)C)CCN1C(=O)N(C)C (centres undefined)
 : -14	0.1	1.9	0	-11	-1	-7	-2	-5
- Cc1ccc(N=CC2=C(O)CC(c3ccc(Cl)cc3)CC2=O)cc1 (centres undefined)
 : -24	1.5	0.29	-21	10	-1	12	4	-3
- Cc1ccc(N(C(C)C(=O)Nc2ccc3c(c2)OCO3)S(C)(=O)=O)cc1 (centres undefined)
 : -18[20 µM]	0.2	-0.087	-14	-5	-1	-1	-2	-1
- COC(=O)C1C2C=CC3(CN(Cc4ccco4)C(=O)C13)O2 (centres undefined)
 : -18[20 µM]	1.4	-0.009	5	19	0	11	3	2
- CC1CCN(CCCNC(=O)c2cc3c(=O)n(C)c4ccccc4c3n2C)CC1
 : -23	-1.6	·	-10	3	1	-5	-5	-6
- O=C(CC1(O)C(=O)c2ccccc2C1=O)c1ccccc1
 : -10	0.2	1	-11	23	-1	18	7	-5
- C/C(=N\NC(=O)c1cccc(S(=O)(=O)Nc2cccc(Cl)c2)c1)c1cccs1
 : -20	1.2	0.51	-11	22	-3	18	7	-15
- C/C(CC(=O)Nc1ccc(Cl)c(Cl)c1)=N\NC(=O)Cc1ccccc1
 : -5	0.8	-0.24	-18	9	4	2	2	-12

Next results follow.
Each structure is followed by: Furin inhibitor	PERK inh	KCC2 mod	KLK5 inh	FXIIa inh 1536	Wee1 stabilizer	FXIa inh	p97 ATPase inh	Thrombin inh
- CN1C2=C(C#N)C(c3ccccc3)(C(F)(F)F)NC(=O)N2c2ccccc21 (centres undefined)
 : -7[20 µM]	-0.9	-0.81	-17	7	-2	6	-6	-3
- O=C(C1=C[C@H](c2ccc3c(c2)OCO3)C[C@H](OCc2ccc(CO)cc2)O1)N1CCOCC1
 : -29	1.0	1	1	6	8	1	0	4
- CCC(=O)N1CCN(c2cc(NCC3CCCO3)c(F)cc2[N+](=O)[O-])CC1 (centres undefined)
 : -9	0.2	0.14	-28	-8	0	-8	0	3
- Cc1ccc(SCc2noc(C(=O)NCC3CCCO3)c2C(=O)O)cc1C (centres undefined)
 : -9[20 µM]	1.3	-1.1	-20	28	2	24	-1	2
- COc1cccc(C2CC(c3ccc(Cl)cc3)n3nc(N)nc3N2)c1 (centres undefined)
 : -8	-0.1	-0.017	-5	16	1	4	0	3
- CCn1c(CCCNC(=O)c2cccs2)nc2ccccc21
 : -30	0.4	-0.13	-4	5	0	-3	1	-10
- COc1cc(/C=N/NC(=O)c2ccc(CSc3nc4ccccc4[nH]3)cc2)cc(OC)c1OC
 : -12	-1.0	-1.3	-6	6	-3	3	5	-5
- CC(C)NCCCCOc1cccc(Br)c1
 : -27	0.4	-1.4	-8	16	-1	7	8	-1
- N#C/C(=C\c1ccccc1)C(=O)NC(=O)Oc1ccccc1
 : -27[20 µM]	-0.5	-1.6	-1	10	-2	4	0	-4
- O=S(=O)(c1cccc(-c2nnc3n2CCCCC3)c1)N1CCOCC1
 : -23	1.4	-1.1	1	3	0	-2	2	-5
- N#C/C(=C\c1cccnc1)c1nc2c(s1)CCCC2
 : -6	1.0	-0.39	-2	6	-2	-2	2	-8
